# HKDC1 inhibitor: inhibitors of human hexokinase HKDC1 | recombinant HKDC1, G6PDH/diaphorase resazurin coupled fluorescence | inhibition, % at 20 µM | hit rate 0.16% among 340,000;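 active = inhibition above about 35% when tested at 20 µM, limit read from the data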;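 also: plate controls were DMSO wells with enzyme for no effect and DMSO wells lacking enzyme for full effect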
# Target sequence (Q2TB90 whole entry, looked up): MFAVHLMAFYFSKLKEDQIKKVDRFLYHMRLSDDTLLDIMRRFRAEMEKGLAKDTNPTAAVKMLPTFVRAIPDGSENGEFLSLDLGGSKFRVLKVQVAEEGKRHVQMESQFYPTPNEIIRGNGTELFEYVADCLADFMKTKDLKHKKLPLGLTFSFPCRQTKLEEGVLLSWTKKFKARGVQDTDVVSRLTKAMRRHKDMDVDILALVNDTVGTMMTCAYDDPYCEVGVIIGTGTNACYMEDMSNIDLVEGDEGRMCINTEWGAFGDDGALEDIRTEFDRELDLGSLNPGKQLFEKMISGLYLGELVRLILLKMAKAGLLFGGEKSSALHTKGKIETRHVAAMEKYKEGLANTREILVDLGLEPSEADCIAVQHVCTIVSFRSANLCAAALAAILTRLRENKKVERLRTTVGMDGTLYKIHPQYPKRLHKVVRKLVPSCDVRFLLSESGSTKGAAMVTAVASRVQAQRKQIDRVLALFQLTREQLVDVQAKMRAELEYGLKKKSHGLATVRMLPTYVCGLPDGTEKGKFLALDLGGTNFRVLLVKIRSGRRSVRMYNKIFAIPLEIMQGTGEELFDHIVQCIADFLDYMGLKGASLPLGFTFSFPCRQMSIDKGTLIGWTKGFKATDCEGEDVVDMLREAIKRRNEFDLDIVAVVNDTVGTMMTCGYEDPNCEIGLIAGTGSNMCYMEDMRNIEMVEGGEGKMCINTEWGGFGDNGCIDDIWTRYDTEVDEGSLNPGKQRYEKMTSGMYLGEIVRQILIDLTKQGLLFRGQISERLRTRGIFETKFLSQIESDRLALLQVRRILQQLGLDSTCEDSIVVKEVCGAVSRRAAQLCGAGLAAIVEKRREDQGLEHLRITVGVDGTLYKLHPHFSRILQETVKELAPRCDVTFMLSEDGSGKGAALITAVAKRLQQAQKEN
#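 Assay system – recombinant HKDC1 (HK5) hexokinase enzyme, produced in-house · Input – HKDC1 at 5 µg/mL · Reagent – glucose plus 1 mM ATP as hexokinase substrates · Timing – 90 min reaction incubation at room temperature, dark · Measured by – G6PDH/diaphorase-coupled fluorescence, 1 mM NADP, 100 µM resazurin, 525/613 nm · Benchmarks – DMSO-enzyme wells negative, buffer-substituted wells positive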
# hIAP act: human IAP activation | activation factor at 10 µM | AID 2524 | hit rate 0.16% among 330,000 | purified human IAP, CDP-Star luminescence, 30 min; active compounds read high; 1 = vehicle-only enzyme, 0 = enzyme-free background;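 active = activation factor of the enzyme at least 2-fold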; also: the source names both 10 and 20 µM as test concentration; values of inactives mirror those of a sister screen read the other way
# hIAP inh: human IAP inhibition. inhibition, % at 10 µM. hit rate 0.12% among 330,000. purified IAP, CDP-Star luminescence, 30 min;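 active = inhibition reaching a set limit with compound at 10 µM in the primary screen, cut at about 35% in these data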;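 also: plate controls were DMSO wells with enzyme for no effect and no-enzyme buffer wells for full effect; values of inactives mirror those of a sister screen read the other way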
# A3A deaminase: human APOBEC3A DNA deaminase inhibition | P31941 | recombinant A3A, FAM/TAMRA ssDNA deamination fluorescence | inhibition, % at 20 µM | hit rate 0.41% among 330,000 | AID 493011;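 active = at least 40% inhibition at 20 µM here, with at most 30% in a related deaminase screen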;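 also: plate controls were A3A with DMSO for no effect and wells lacking A3A enzyme for full effect; some results filed as inactive read as strong as hits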
# Target sequence (P31941 whole entry, looked up): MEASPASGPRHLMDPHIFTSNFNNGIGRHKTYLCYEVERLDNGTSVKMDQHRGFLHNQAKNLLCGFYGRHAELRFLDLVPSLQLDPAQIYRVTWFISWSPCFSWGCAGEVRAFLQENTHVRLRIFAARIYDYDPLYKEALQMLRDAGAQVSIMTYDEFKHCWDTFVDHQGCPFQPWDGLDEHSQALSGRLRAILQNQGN
# mIAP activ: increases mouse intestinal alkaline phosphatase activity. muIAP, CDP-Star luminescence, 30 min; active compounds read high; 1 = vehicle-only enzyme signal, 0 = enzyme-free wells. activation factor at 10 µM. hit rate 0.24% among 330,000. AID 2805;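 active = activation factor of at least 2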; also: the source names both 10 and 20 µM as test concentration; values of inactives mirror those of a sister screen read the other way
#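 System: mouse IAP enzyme. Reagent: CDP-Star chemiluminescent phosphatase substrate. Benchmarks: DMSO wells, no-enzyme wells. Times: 30 min enzyme-substrate-compound incubation at room temperature. Detection: luminescence from enzymatic CDP-Star hydrolysis. Doses: test compounds delivered from DMSO solution.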
# mIAP block: mouse IAP inhibition. hit rate 0.2% among 330,000. purified mouse IAP, CDP-Star luminescence, 30 min. inhibition, % at 10 µM. AID 2806;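 active = inhibition of at least 40% at 10 µM in the primary screen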;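 also: plate controls were DMSO with enzyme for no effect and no enzyme wells for full effect; values of inactives mirror those of a sister screen read the other way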
# PfG6PD inh: PfG6PD (Plasmodium falciparum) enzyme inhibition; inhibition, % at 20 µM; hit rate 0.78% among 350,000; PfGluPho enzyme, NADPH resazurin-diaphorase fluorescence;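 active = inhibition reaching at least a set limit at 20 µM in the primary screen, cut at about 59% in these data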;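 also: 0% = DMSO wells with substrate and 100% = DMSO wells lacking glucose-6-phosphate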
# ATG4B inhibitor: inhibitors of human ATG4B cysteine protease; ATG4B cleavage of LC3-PLA2, NBD-HPC fluorescence, 1 h; inhibition, % at 8.33 µM; hit rate 0.51% among 340,000; AID 504462; in the data active = inhibition above about 40%
# Active calls of the source: *.
SMILES,HKDC1 inhibitor,hIAP act,hIAP inh,A3A deaminase,mIAP activ,mIAP block,PfG6PD inh,ATG4B inhibitor
CC(C)c1ccc(OCc2ccc(C(=O)O)o2)cc1,-1,1.1,-15,16,0.97,3,-37,4
COC(=O)c1nc(-c2ccccc2)nc(-c2ccccc2)c1C(=O)OC,-2,0.99,1,-2,1,-5,-14,2
COC(=O)c1cn(NC(=O)/C=C/c2ccc(OC)c(OC)c2)c(=O)c2ccccc12,-11,1.1,-7,1,1,-1,-7,-3
CN(Cc1nc2ccccc2c(=O)[nH]1)c1ccccc1,-5,0.88,12,-7,1.1,-12,11,1
Cc1c(Br)c([N+](=O)[O-])nn1CC(=O)N(C)Cc1ccccc1,-4,1.1,-5,2,0.93,8,-1,-3
NC(=O)c1ccnc2c(O)cccc12,5,1.4,-40,-8,1.1,-6,33,-7
CCCC/C(O)=C1\C(=O)CC(C)(C)CC1=Nc1ccccc1OC,4,0.93,7,-1,0.92,8,-9,2
Cc1cc(C)c(S(=O)(=O)n2c([N+](=O)[O-])cnc2C)c(C)c1,-2,0.93,8,-4,0.97,2,6,-11
CCCCCN(C(=O)CCC(=O)OCc1ccccc1Cl)c1c(N)n(CCCC)c(=O)[nH]c1=O,7,0.98,2,0,1.1,-12,-10,3
Cc1ccc(N2CC(C(=O)Nc3nnc(SCc4cccnc4)s3)CC2=O)cc1 (stereo not given),-2,0.87,13,-1,0.97,3,-3,-8
O=C(Nc1nccs1)C1=COCCO1,-6,1,-5,-1,1.1,-10,-3,3
CN1C(=O)/C(=C/c2ccccc2F)Sc2ccc(C(=O)NCC3CCCO3)cc21 (stereo not given),-3,1.2,-21,-3,0.98,2,0,0
O=C(COc1ccc(Br)cc1)Nc1cc(S(=O)(=O)N2CCCCC2)ccc1N1CCCCC1,-3,1.1,-15,0,1.1,-15,5,-7
O=C(Nc1nnc(C2=COCCO2)o1)c1ccc([N+](=O)[O-])s1,-2,0.85,15,-3,0.95,5,9,-1
CCc1cccc(NC(=O)COc2ccccc2)c1,-2,1,-3,-2,0.97,3,-2,2
Cc1noc(C)c1C(=O)N1CCOCC1,-3,0.93,7,-3,0.93,7,-5,1
CCOC(=O)C1CCCN(C(=O)c2cn(CC(C)C)c(=O)c3cc(OC)c(OC)cc23)C1 (stereo not given),-6,1,-2,2,1,-1,1,11
CCOC(=O)c1snc(-c2ccc(F)cc2)c1N,-18,0.84,16,0,0.96,4,15,-3
COc1ccc(C2(C(=O)Nc3ccc(OC)cc3OC)CCCC2)cc1,-10,1,-4,0,1,0,4,-7
Nc1ccccc1-n1c(=O)n(Cc2ccccc2F)c(=O)c2[nH]cnc21,-4,0.99,1,4,0.95,5,-10,1
Cc1cc(C)n(-c2ccc(C(=O)C(C#N)c3nc4ccccc4n3C)cc2)n1 (stereo not given),-3,1.1,-10,-5,0.89,11,-2,2
CCOC(=O)c1ccc(NC(=O)CSc2nnc(-c3ccncc3)n2C)cc1,-1,0.95,5,-3,1.1,-5,4,-8
CC(=O)c1cccc(N(CC(=O)NC2CCCC2)C(=O)c2ccc(C)s2)c1,-2,1,-2,-6,1,-3,-2,-4
Cn1ccnc1-c1nc2ccccc2[nH]c1=O,-4,1.2,-21,2,1.1,-7,-5,-10
Cc1noc(C)c1CSCC(=O)Nc1nc2ccc(F)cc2s1,1,1.1,-8,6,1,-3,8,-1

# 6 entries from above, arranged by heavy-atom count, high to low:
SMILES,HKDC1 inhibitor,hIAP act,hIAP inh,A3A deaminase,mIAP activ,mIAP block,PfG6PD inh,ATG4B inhibitor
CCOC(=O)C1CCCN(C(=O)c2cn(CC(C)C)c(=O)c3cc(OC)c(OC)cc23)C1 (stereo not given),-6,1,-2,2,1,-1,1,11
COC(=O)c1cn(NC(=O)/C=C/c2ccc(OC)c(OC)c2)c(=O)c2ccccc12,-11,1.1,-7,1,1,-1,-7,-3
CC(=O)c1cccc(N(CC(=O)NC2CCCC2)C(=O)c2ccc(C)s2)c1,-2,1,-2,-6,1,-3,-2,-4
COc1ccc(C2(C(=O)Nc3ccc(OC)cc3OC)CCCC2)cc1,-10,1,-4,0,1,0,4,-7
Cc1noc(C)c1CSCC(=O)Nc1nc2ccc(F)cc2s1,1,1.1,-8,6,1,-3,8,-1
Cc1noc(C)c1C(=O)N1CCOCC1,-3,0.93,7,-3,0.93,7,-5,1

# New compounds follow
SMILES,HKDC1 inhibitor,hIAP act,hIAP inh,A3A deaminase,mIAP activ,mIAP block,PfG6PD inh,ATG4B inhibitor
CCOCCCNC(=S)Nc1cc(OCC)c(NC(=O)c2ccco2)cc1OCC,-3,0.95,5,-6,0.92,8,-3,-5
CN(C)c1ccc(CNn2cnnc2SCc2ccc(F)cc2)cc1,-3,0.91,9,-2,1,-2,-3,4
Cc1cccn2cc(-c3ccc(F)cc3)nc12,0,0.89,11,0,1.1,-9,31,-7
CN(C)CCOC(=O)NCC12CC3CC(CC(C3)C1)C2,-6,0.82,18,-4,1,-2,-4,1
COc1ccc(/C=C/c2nc3ccccc3n2Cc2ccccc2OC)cc1,-5,0.89,11,-3,0.91,9,76*,-7
Cc1ccc(NC(=S)N2CCCC(c3ccccc3)=N2)cc1,2,0.93,7,-3,0.89,11,5,-2
CC1(C)CCC[C@@]2(C)CC=C(C(=O)O)[C@@H]3C[C@]312,-4,1,0,-6,1,-1,-1,0
COc1ccc(S(=O)(=O)Nc2ccc(S(=O)(=O)Nc3nccs3)cc2)cc1,1,0.9,10,-1,0.99,1,-55,-4
CCc1nnc(NC(=O)c2ccc3c(c2)C(=O)N(CC)C3=O)s1,1,0.89,11,-4,1,-3,-27,0
S=C(NC1CCCCC1)N1CCOCCOCCN(C(=S)NC2CCCCC2)CCOCCOCC1,-1,1,-2,-6,0.91,9,19,1
CCOC(=O)Cc1csc(NC(=S)NC(=O)c2ccccc2C)n1,-5,0.95,5,2,1,-4,10,-1
Cc1ccc(S(=O)(=O)N2CCC(C(=O)NN3CCCCC3)CC2)cc1,-5,0.93,8,-2,1,0,-1,9
Cc1csc2nc(CNC(=O)C3CC=CCC3C(=O)O)cn12 (stereo not given),-1,1,-2,0,1,0,4,-4
O=C(CN1CCN(S(=O)(=O)c2ccc(Cl)cc2)CC1)Nc1ccc2c(c1)OCO2,-1,1,-5,-1,1.1,-5,-7,-11
Cc1ccc(NC(=O)c2sccc2C)nc1,-5,1,0,-3,0.99,1,4,6
Cn1cccc1Cc1nnc(SCC(=O)NCc2ccco2)n1-c1ccc(F)cc1,10,0.9,10,-2,0.99,1,7,-6
Cc1noc(NS(=O)(=O)c2ccc(NC(=O)COc3ccc(Cl)cc3Cl)cc2)c1C,0,0.97,3,-2,1,0,-38,-6
COc1ccccc1NC(=O)Cn1nnc(C(=O)Nc2ccccc2)c1N,-6,1,-1,-2,1.2,-16,5,-5
N#Cc1nc(Cc2cccc3ccccc23)oc1NCc1ccc(F)cc1,-3,0.95,5,3,1,-4,5,-6
CCCCn1c(NCCC)nc2c1c(=O)[nH]c(=O)n2C,2,0.95,5,-5,1,0,-14,-6
O=[N+]([O-])c1ccccc1/C=C/C=N/n1c(-c2ccccc2)n[nH]c1=S,14,0.98,2,-4,0.9,10,15,5
COc1ccc(-c2ccc(=O)n(CC(=O)Nc3nnc(C(C)C)s3)n2)cc1OC,-4,0.8,20,0,0.88,12,-29,-11
Cc1ccc(-c2nc3cccnc3s2)cc1NC(=O)c1ccco1,0,1.1,-7,-2,1,-4,2,-6
O=C(COC(=O)c1ccc2ncsc2c1)Nc1ncc(Cl)cc1Cl,22,0.91,9,1,0.84,16,-13,33
CC(NCC(=O)Nc1ccccc1C(=O)NC1CC1)c1ccco1 (stereo not given),1,0.97,3,-1,1,-4,2,2
# The list continues:
SMILES,HKDC1 inhibitor,hIAP act,hIAP inh,A3A deaminase,mIAP activ,mIAP block,PfG6PD inh,ATG4B inhibitor
Cc1c(C(=O)OCC(=O)Nc2ccc3c(c2)OCO3)cccc1[N+](=O)[O-],-7,1,-2,-5,1,-2,0,-4
COc1ccc(C(=O)NC2CCCc3ccccc32)cc1Br (stereo not given),-8,0.92,8,-4,1,-3,23,11
CC(C(=O)N1CCc2ccccc2C1)N(c1ccccc1)S(C)(=O)=O (stereo not given),-5,0.88,12,2,1,-2,3,1
CCn1c(SCC(=O)NC2CCCCC2)nc2c(c1=O)SCC2,-4,0.93,7,-6,0.99,1,-17,-2
CN1CCC(=C(c2ccc(Cl)cc2)c2ccccn2)CC1,-7,1.3,-30,-5,0.94,6,-22,3
CC(=O)N1CCN(c2ccc(NCc3ccc(C)cc3)cc2)CC1,3,0.97,3,-2,1,-4,-1,-18
Cc1cc(C)nc(NN2C(=O)C=CC2=O)n1,-4,1.1,-6,4,1.1,-7,15,-5
CCCNC(=O)CSc1nccn1Cc1ccc(OC)cc1,-1,1.1,-6,5,0.92,8,-10,0
N#Cc1ccc(CSc2nnc(-c3ccccc3)n2Cc2ccco2)cc1,-7,0.96,4,0,0.93,7,15,10
O=C1CN(C(=O)c2ccc(Br)o2)C(c2ccc(F)cc2)c2cc(Cl)ccc2N1 (stereo not given),6,1.1,-6,-1,1.1,-11,12,-14
COC(=O)c1ccc(C2/C(=C(\O)c3ccc4c(c3)OCCO4)C(=O)C(=O)N2c2nnc(C)s2)cc1 (stereo not given),0,1.1,-10,1,1,-4,12,-1
Cc1ccccc1CC1(CO)CCCN(Cc2cn[nH]c2-c2ccccc2)C1 (stereo not given),-3,1.1,-10,0,1,-4,2,2
Cc1[nH]n2c(=O)cc(-c3ccc([N+](=O)[O-])cc3)nc2c1-c1ccccc1,2,0.98,2,-1,0.91,9,-27,3
Cc1ccc(-c2nnn(CC(=O)N(CC(=O)NC3CCCC3)c3ccc(F)cc3)n2)o1,1,0.98,2,0,1,-1,0,2
O=C(Cn1ccc([N+](=O)[O-])n1)N1CCCc2ccccc21,-7,0.94,6,-1,1,-4,-12,11
COC(=O)c1cn(-c2ccccc2)nc1-c1cccnc1,0,1.2,-19,-1,1,-3,0,-16
CCOC(=O)[C@@H]1[C@H]2COc3ccc(Br)cc3[C@@H]2N2C(=O)N(c3ccc(OC)cc3)C(=O)[C@]12C,0,1,-4,-1,1.1,-11,-11,1
COCCCNC(=S)N(Cc1ccccc1)Cc1ccc(F)cc1,-8,1,0,-5,0.96,4,10,0
Cc1cccc(OC(C)C(=O)N/N=C\c2ccncc2)c1 (stereo not given),-7,1,-2,-1,1.1,-7,1,6
O=C(OCC(=O)N(c1ccccc1)C1CCCCC1)c1ccc(CO)cc1,-1,0.98,2,-2,1,0,-6,1
O=C1c2ccccc2C(=O)N1CCc1csc(NNc2nc(CCN3C(=O)c4ccccc4C3=O)cs2)n1,2,1,0,11,0.85,15,1,2
COc1ccc(OC)c(NC(=O)c2nnn(Cc3ccc(Br)cc3F)c2N)c1,-1,0.95,5,-1,1,-1,4,1
Cc1ccc(-n2c(SCC(=O)NCCN3C(=O)CSC3=O)nnc2-c2ccccc2)cc1,-4,1.1,-10,-5,1,0,-11,5
COc1ccc(OC)c(CN2CCN(Cc3cccc4ccccc34)CC2)c1,-2,0.96,4,-2,1,0,19,-3
c1ccc(-c2cn(-c3ccccc3)c3ncnc(NCCCN4CCOCC4)c23)cc1,2,1.1,-12,-2,1.2,-20,-3,-18
C=CCn1c(Cc2nc3ccccc3[nH]2)n[nH]c1=S,11,0.94,6,-3,0.9,10,37,-8
O=C(NCCn1cc(SCc2ccccc2)c2ccccc21)c1ccccc1F,1,0.84,16,-3,1.1,-8,42,7

# The order is random. About 2.4% of those tested had a hit in this group.
